eLon inh = inhibitors of E. coli Lon protease; purified E. coli Lon protease, fluorescence polarization; inhibition, % at 7.94 µM; 0.42% of 360,000 active; AID 602123; in the data active = inhibition above about 13%, passing the limit was not always enough;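 also: 0% = enzyme with probe and DMSO and 100% = no enzyme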
FAS-TE inh = blocks the thioesterase domain of human fatty acid synthase; inhibition, % at 15 µM; 0.67% of 360,000 active; P49327; AID 602261; recombinant FAS-TE, OMFH fluorogenic substrate, fluorescence endpoint;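 active = compounds whose normalised, plate-corrected inhibition of enzyme fluorescence in the single-dose primary screen is 50% or more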;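 also: 0% = DMSO with enzyme and 100% = substrate without enzyme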
Rin1-Abl PPI inh = human Rin1-Abl interaction inhibition; AID 588664; TR-FRET Rin1/Abl binding, biochemical; 0.4% of 360,000 active; P00519+Q13671; inhibition, % at 7.35 µM; in the data active = inhibition above about 5%, passing the limit was not always enough
Neddyl block = inhibitors of human cullin neddylation | TR-FRET cullin neddylation, biochemical | calls only at 25 µM | 0.58% of 360,000 active | AID 651699; in the data active = inhibition above about 36%
CendR NRP1 mod = NRP-1/CendR interaction modulation; inhibition, % at 25 µM; 0.85% of 360,000 active; O14786; FAM-RPARPAR peptide binding to NRP-1, fluorescence polarization; AID 602438;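 active = inhibition or corrected inhibition above about 18%, plus a signal ratio from 0.5 to 1.5, limit read from the data, passing the limit was not always enough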; also: strong numbers were not always called active
Target sequence (O14786 whole entry, looked up): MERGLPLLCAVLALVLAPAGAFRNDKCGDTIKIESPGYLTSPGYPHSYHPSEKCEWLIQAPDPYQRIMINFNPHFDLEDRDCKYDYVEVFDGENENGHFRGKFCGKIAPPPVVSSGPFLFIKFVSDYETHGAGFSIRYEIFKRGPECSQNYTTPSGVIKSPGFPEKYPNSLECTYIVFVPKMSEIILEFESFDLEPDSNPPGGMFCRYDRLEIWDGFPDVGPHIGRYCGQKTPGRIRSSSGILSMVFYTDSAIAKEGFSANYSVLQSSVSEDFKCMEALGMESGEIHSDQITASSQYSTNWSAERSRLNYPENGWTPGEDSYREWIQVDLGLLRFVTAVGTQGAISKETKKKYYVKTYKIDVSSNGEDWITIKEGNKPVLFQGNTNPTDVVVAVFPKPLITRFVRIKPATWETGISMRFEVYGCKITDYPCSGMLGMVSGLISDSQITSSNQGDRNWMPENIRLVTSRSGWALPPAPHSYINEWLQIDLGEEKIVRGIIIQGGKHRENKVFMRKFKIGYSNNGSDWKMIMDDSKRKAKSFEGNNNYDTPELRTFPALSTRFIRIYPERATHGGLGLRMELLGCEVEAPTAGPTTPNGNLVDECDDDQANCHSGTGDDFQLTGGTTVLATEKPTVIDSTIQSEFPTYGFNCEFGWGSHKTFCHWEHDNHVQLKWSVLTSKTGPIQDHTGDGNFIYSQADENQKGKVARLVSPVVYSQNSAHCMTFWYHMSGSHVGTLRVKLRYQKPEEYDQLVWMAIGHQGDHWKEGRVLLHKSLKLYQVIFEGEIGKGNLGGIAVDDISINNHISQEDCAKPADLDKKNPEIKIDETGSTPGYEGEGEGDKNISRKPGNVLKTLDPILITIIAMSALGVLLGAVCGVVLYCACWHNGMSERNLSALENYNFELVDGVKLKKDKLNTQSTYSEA
MsrA act = bovine methionine sulfoxide reductase A activation; purified bovine MsrA, absorbance read-out; AID 602163; 0.3% of 360,000 active; activation, % at 10.6 µM; in the data active = activation above about 7.5%;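 also: 0% = vehicle and 100% = reference activator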
SKN-1 block = blocks SKN-1 activity in C. elegans | C. elegans VP596 Pgst-4::GFP/RFP ratio, acrylamide-induced, 24 h | inhibition, % at 21.8 µM | 0.49% of 360,000 active | AID 624304;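 active = interference check ratio from 0.5 to 1.5 plus GFP to RFP signal ratio inhibition reaching or exceeding a fixed threshold, cut at about 30% in these data, passing the limit was not always enough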; also: some compounds called inactive have numbers as strong as hits
MsrA inhibitor = inhibitors of bovine MsrA; purified bovine MsrA, absorbance read-out; 0.75% of 360,000 active; inhibition, % at 15.5 µM; in the data active = inhibition above about 4.5%;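 also: 0% = vehicle wells with enzyme and 100% = reference inhibitor wells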
MT1-MMP act inh = MT1-MMP (human) activation inhibition; GFP/RFP ratio change, % at 20 µM; HT1080 RFP-PRO-GFP cells, GFP/RFP ratio fluorescence, overnight; percent of plate control window, DMSO zero; 0.061% of 360,000 active; AID 651647; P50281;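 active = GFP/RFP ratio change of at least 30% with cell ATP level not reduced by more than half and red fluorescence within 50% of control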; also: strong numbers were not always called active
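Material – HT1080 RFP-PRO-GFP cells · Control set – DMSO wells and RFP-L50D-GFP cells · Incubation – overnight cell settling, then overnight compound exposure, 37 °C, 5% CO2 · Compound dosing – single-point 20 µM compound, 1% DMSO · Read-out – GFP/RFP fluorescence ratio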
The depositor's hits bear a star; i = inactive; / = not tested or not shown; + = active, no number. Not a hit list; 4.2% or so of the library scored in one or more.

1: Cc1c(OCC(=O)N2CCC(C(N)=O)CC2)ccc2c1oc(=O)c1ccccc12
2: Cn1c(=O)c2c(nc(CN3CCN(Cc4ccccc4)CC3)n2Cc2ccc(Cl)cc2)n(C)c1=O
3: COc1cccc(/C=N/Nc2nc3ccccc3n3cnnc23)c1O
4: Nn1c(Cc2ccccc2F)n[nH]c1=S
5: CSc1ccccc1OCc1cc(C(=O)N(C)C(C)c2ccccn2)no1 (centres undefined)
Compound	1	2	3	4	5
eLon inh	6	-6	-299	-1	-7
FAS-TE inh	-4	41	-5	-1	3
Rin1-Abl PPI inh	-2	2	-6	0	-1
Neddyl block	/	i	i	i	i
CendR NRP1 mod	8	-7	-20	-11	1
MsrA act	1	-3	0	4	-2
SKN-1 block	23	-6	-8	2	2
MsrA inhibitor	-0.1	-0.2	1.4	-0.4	0.4
MT1-MMP act inh	6	-15	-125	5	-1

6: Cc1ccccc1C(=O)Nc1ccnn1C1CCN(Cc2c(C)n(C)c3ccccc23)CC1
7: Cc1[nH]c2ccccc2c1/C=C(\C#N)C(=O)NC(C)c1ccccc1 (centres undefined)
8: O=C(CCCCCn1c(=O)[nH]c2ccsc2c1=O)NCc1cccs1
9: O=C(NN=C1CCCC1)c1cccc(Br)c1
10: COc1ccc(C2NC(=S)NC3=C2CCc2cc(OC)ccc23)cc1 (centres undefined)
Compound	6	7	8	9	10
eLon inh	17	-7	-2	-9	-3
FAS-TE inh	0	4	-6	-2	7
Rin1-Abl PPI inh	0	1	1	-2	-1
Neddyl block	i	i	i	i	i
CendR NRP1 mod	10	-6	10	-5	4
MsrA act	0	-5	-3	-2	-3
SKN-1 block	10	14	13	-11	3
MsrA inhibitor	1.2	-0.7	1.2	-0.8	-0.6
MT1-MMP act inh	-2	-20	3	-1	0

11: CCOc1cccc(C(=O)NC2=NCCS2)c1
12: CC(=O)N1N=C(c2ccc(C)cc2)CC1c1ccc2c(c1)OCO2 (centres undefined)
13: Cn1nnnc1SCC(=O)Nc1ccccn1
14: Cn1c(SCC(=O)c2ccc(-c3ccccc3)cc2)nnc1-c1ccco1
15: Cc1ccc(NC(=S)N2CCC(C(=O)c3ccc(F)cc3)CC2)cc1C
Compound	11	12	13	14	15
eLon inh	0	7	-3	-11	-2
FAS-TE inh	-4	10	-9	9	15
Rin1-Abl PPI inh	-1	3	1	-1	0
Neddyl block	i	i	i	i	i
CendR NRP1 mod	-4	-4	4	-18	-14
MsrA act	-1	8.0*	-3	0	-3
SKN-1 block	2	-9	4	-4	-4
MsrA inhibitor	-0.5	-0.5	-0.4	0.4	-0.8
MT1-MMP act inh	-1	2	2	1	3

16: O=C(COc1cccc2ccccc12)Nc1cc(Cl)ccc1C(=O)O
17: Cc1c(NS(=O)(=O)c2cccc(C(=O)Nc3cccc(F)c3)c2)c(=O)n(-c2ccccc2)n1C
18: Cc1ccc(S(=O)(=O)NCCSc2nnnn2-c2cc(C)ccc2C)cc1
19: COc1ccc(CNC(=O)C(c2ccncc2)N(C(=O)Cc2cccs2)c2ccccc2)cc1 (centres undefined)
20: CCOCCOC(=O)C1=C(C)N(C)C(=O)NC1c1ccccc1Cl (centres undefined)
Compound	16	17	18	19	20
eLon inh	-1	16	-4	-1	-4
FAS-TE inh	19	0	12	0	-6
Rin1-Abl PPI inh	2	4	0	3	2
Neddyl block	i	i	i	i	i
CendR NRP1 mod	-23	-7	5	-8	1
MsrA act	-3	-9	-3	-2	-1
SKN-1 block	15	-13	-1	3	-13
MsrA inhibitor	0.6	-0.5	0.3	0.1	0.4
MT1-MMP act inh	-7	-1	-10	-3	2

21: CN(Cc1ccc(C(F)(F)F)cc1)C(=O)c1ccc(Oc2ccccc2)cc1
22: COc1ccc(COC(=O)C2=C(C)NC(=O)NC2c2ccc(O)cc2)cc1 (centres undefined)
23: COc1ccc(C2=Nc3ccccc3NC(=O)C2N(CCc2ccccc2)C(=O)c2cccs2)cc1 (centres undefined)
24: CCN(C(=O)CSc1nc2nc(C)cc(C)n2n1)c1cccc(C)c1
25: c1ccc2nc3c(nc2c1)[nH]c1ccccc13
Compound	21	22	23	24	25
eLon inh	10	-1	-3	-3	1
FAS-TE inh	31	2	-13	-3	-5
Rin1-Abl PPI inh	0	1	0	-4	-5
Neddyl block	i	i	i	i	i
CendR NRP1 mod	10	22	-2	2	2
MsrA act	2	-9	-4	-10	-2
SKN-1 block	25	-27	8	-19	-13
MsrA inhibitor	0.9	-0.4	0.2	-0.5	2.9
MT1-MMP act inh	-1	3	1	9	-2

Entries 1 to 12, quoted:
1: Cc1c(OCC(=O)N2CCC(C(N)=O)CC2)ccc2c1oc(=O)c1ccccc12
2: Cn1c(=O)c2c(nc(CN3CCN(Cc4ccccc4)CC3)n2Cc2ccc(Cl)cc2)n(C)c1=O
3: COc1cccc(/C=N/Nc2nc3ccccc3n3cnnc23)c1O
4: Nn1c(Cc2ccccc2F)n[nH]c1=S
5: CSc1ccccc1OCc1cc(C(=O)N(C)C(C)c2ccccn2)no1 (centres undefined)
6: Cc1ccccc1C(=O)Nc1ccnn1C1CCN(Cc2c(C)n(C)c3ccccc23)CC1
7: Cc1[nH]c2ccccc2c1/C=C(\C#N)C(=O)NC(C)c1ccccc1 (centres undefined)
Compound	1	2	3	4	5	6	7
eLon inh	6	-6	-299	-1	-7	17	-7
FAS-TE inh	-4	41	-5	-1	3	0	4
Rin1-Abl PPI inh	-2	2	-6	0	-1	0	1
Neddyl block	/	i	i	i	i	i	i
CendR NRP1 mod	8	-7	-20	-11	1	10	-6
MsrA act	1	-3	0	4	-2	0	-5
SKN-1 block	23	-6	-8	2	2	10	14
MsrA inhibitor	-0.1	-0.2	1.4	-0.4	0.4	1.2	-0.7
MT1-MMP act inh	6	-15	-125	5	-1	-2	-20

8: O=C(CCCCCn1c(=O)[nH]c2ccsc2c1=O)NCc1cccs1
9: O=C(NN=C1CCCC1)c1cccc(Br)c1
10: COc1ccc(C2NC(=S)NC3=C2CCc2cc(OC)ccc23)cc1 (centres undefined)
11: CCOc1cccc(C(=O)NC2=NCCS2)c1
12: CC(=O)N1N=C(c2ccc(C)cc2)CC1c1ccc2c(c1)OCO2 (centres undefined)
Compound	8	9	10	11	12
eLon inh	-2	-9	-3	0	7
FAS-TE inh	-6	-2	7	-4	10
Rin1-Abl PPI inh	1	-2	-1	-1	3
Neddyl block	i	i	i	i	i
CendR NRP1 mod	10	-5	4	-4	-4
MsrA act	-3	-2	-3	-1	8.0*
SKN-1 block	13	-11	3	2	-9
MsrA inhibitor	1.2	-0.8	-0.6	-0.5	-0.5
MT1-MMP act inh	3	-1	0	-1	2

(cont.)
26: C=CCn1c(SCc2cc(=O)n3ccsc3n2)nc2ccccc2c1=O
27: Cc1cccc(NC(=O)CS(=O)CC(=O)Nc2cnc3ccccc3c2)c1C (centres undefined)
28: CCOc1cc(NC(=O)C2CC2)c(OCC)cc1NC(=O)c1ccccc1OCC
29: CCOc1ccc(CCNC(=O)C2=C(C)C(=O)OC23CCCCC3)cc1OCC
30: CCc1noc(C)c1C(=O)N1CCN(S(=O)(=O)c2ccc(C(C)C)cc2)CC1
Compound	26	27	28	29	30
eLon inh	-9	3	1	-5	-7
FAS-TE inh	2	-4	15	15	32
Rin1-Abl PPI inh	1	1	0	2	1
Neddyl block	i	i	+	i	i
CendR NRP1 mod	10	3	12	-1	2
MsrA act	-4	-7	-4	-3	0
SKN-1 block	-1	5	13	9	8
MsrA inhibitor	-0.7	-0.3	0.0	1.7	0.2
MT1-MMP act inh	-7	-3	3	-4	0

31: CSCCC(NS(=O)(=O)c1ccccc1F)C(=O)N1CC=C(c2ccccc2)CC1 (centres undefined)
32: CCOC(=O)c1ccc(CSC(=N)N)o1
33: CC(C)C[C@H](NC(=O)c1nc[nH]c1C(=O)NC(c1ccccc1)c1ccccc1)C(=O)OC(C)(C)C
34: CCOc1ccc(OCCC(=O)N(CCCOC)c2c(N)n(Cc3ccccc3)c(=O)[nH]c2=O)cc1
35: O=C(NC1CCCC1)c1cccc(Cn2cc([N+](=O)[O-])cn2)c1
Compound	31	32	33	34	35
eLon inh	-5	2	8	-5	4
FAS-TE inh	7	-8	24	-6	2
Rin1-Abl PPI inh	-2	-3	2	-4	2
Neddyl block	i	i	i	i	i
CendR NRP1 mod	17	-7	1	12	-6
MsrA act	-3	-1	-1	-1	4
SKN-1 block	-5	2	28	9	3
MsrA inhibitor	1.2	-0.2	3.4	1.9	0.4
MT1-MMP act inh	3	5	-41	-4	0

36: CCOC(=O)c1c(C)n(C)c2ccc(OCC(O)CNC(CC)CO)cc12 (centres undefined)
37: O=C(CCCCCN1C(=O)CCC1=O)Nc1ccc2c(c1)OCO2
38: Cc1ccc(C)c(SCC(=O)OCC(=O)NCc2ccccc2)c1
39: O=C(CCN1C(=O)/C(=C/c2ccccc2Cl)SC1=S)NNC(=O)c1ccccc1O
40: COc1ccc2nc(Nc3nc(CSc4nc5ccccc5[nH]4)cc(=O)[nH]3)nc(C)c2c1
Compound	36	37	38	39	40
eLon inh	-5	1	-5	0	-16
FAS-TE inh	-4	-5	-12	39	-7
Rin1-Abl PPI inh	-1	0	1	-2	0
Neddyl block	i	i	i	i	i
CendR NRP1 mod	-2	-13	1	-8	-8
MsrA act	-3	-4	0	-1	-2
SKN-1 block	3	-7	5	1	15
MsrA inhibitor	0.5	0.5	0.3	-0.3	-1.1
MT1-MMP act inh	4	-1	2	-1	2

41: Cc1cccc(C(=O)NCC(=O)OCC(=O)N2CC3(C)CC2CC(C)(C)C3)c1 (centres undefined)
42: O=S(=O)(c1ccccc1)N1CCN(C(c2ccccc2)c2ccc(OC(F)(F)F)cc2)CC1 (centres undefined)
43: Cc1ccc(CC(=O)Nc2cccc(C#N)c2)cc1
44: CN(C(=O)CSc1cc(C(=O)c2nccn2C)c2ccccc2n1)c1ccccc1
45: CCOc1cc(N2CCOCC2)c(OCC)cc1NC(=O)c1ccc(OC(C)C)cc1
Compound	41	42	43	44	45
eLon inh	-18	-5	-16	1	-3
FAS-TE inh	-7	21	19	2	6
Rin1-Abl PPI inh	-2	5	0	1	1
Neddyl block	i	i	i	i	i
CendR NRP1 mod	-6	-2	4	9	1
MsrA act	-1	-2	-12	-7	-10
SKN-1 block	1	-4	0	-10	0
MsrA inhibitor	-0.7	0.8	-0.4	2.3	-0.1
MT1-MMP act inh	-1	-3	-1	0	0

46: CCCCNC(=O)C[C@@H]1C[C@@]2(C(=O)OCC)CCCC=C2N(Cc2ccc(Cl)cc2Cl)C1=O
47: CCCn1c(SCC(=O)N2CCc3ccccc32)n[nH]c1=O
48: O=C(CCc1nc2sc3c(c2c(=O)[nH]1)CCCC3)NCCc1ccccc1
49: CCCN(CC(=O)Nc1ccccc1C)C(=O)Cc1cccs1
Compound	46	47	48	49
eLon inh	-5	-1	-5	-1
FAS-TE inh	7	-2	5	-6
Rin1-Abl PPI inh	/	1	3	3
Neddyl block	i	i	i	i
CendR NRP1 mod	14	9	-20	-13
MsrA act	-2	-2	-8	-4
SKN-1 block	1	-4	-7	-1
MsrA inhibitor	-0.2	1.6	-0.4	0.6
MT1-MMP act inh	-2	0	-5	-4
